From PubChem BioAssay
West Nile virus CPE: inhibition of WNV-induced cytopathic effect – cell-based, CPE readout (AID 1621); West Nile virus-infected cells, CPE inhibition; higher % means a stronger effect; one-dose CPE inhibition, % at 10 µM; IC50 in µM for titrated hits; 0.02% of 290,000 active; in the data active means a potency from the dose series; inconclusive means CPE inhibition mostly from about 3.7% at the one dose, without a potency; inactive means the rest, 99 in 100 with CPE inhibition below about 2.2%; further: strong numbers were not always called active
UTI89 phage lysis: protection from phage-mediated lysis, alamar blue read-out – E. coli UTI89, K1F phage, bacterial capsule biogenesis inhibitors (AID 488966); E. coli UTI89 K1F phage lysis, alamar blue, 2 h; higher % means a stronger effect; one-dose inhibition, % at 100 µM; IC50 in µM for titrated hits; 0.02% of 340,000 active;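 active means phage lysis inhibition, versus mean bacterial control, above a set limit; inconclusive means no clear call, values can overlap the other calls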;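 further: capsule biogenesis inhibitors block K1F phage lysis so surviving cells raise fluorescence; higher fluorescence means more inhibition of phage lysis; actives were called in the ten point dose series up to 300 µM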
RSV CPE inhibition: inhibition of RSV-induced cytopathic effect – HEp-2 cells, primary 10 µM value included (AID 2391). HEp-2 cells, RSV-induced CPE inhibition; higher % means a stronger effect. CPE inhibition, % at 10 µM; hits with a dose series show IC50 in µM. 0.13% of 310,000 active; in the data active means a potency from the dose series; inconclusive means CPE inhibition mostly from about 23% at the one dose, without a potency; inactive means the rest, 99 in 100 with CPE inhibition below about 21%; further: strong numbers were not always called active
Rac1 GTP hydrolysis: MgcRacGAP GTPase-activating activity inhibitors, confirmation, biochemical, ADP Hunter fluorescence; MgcRacGAP-stimulated Rac1 GTP hydrolysis, ADP Hunter fluorescence; higher % means a stronger effect; GST-tagged Rac1 F28L mutant substrate; inhibition, % at 30 µM; hits with a dose series show IC50 in µM; 0.6% of 340,000 active; AID 624330;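 active means first-screen hits whose inhibition reached a set limit at any dose in the follow-up dose series; inconclusive means inhibition above the set first-screen limit but never retested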;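 further: fluorescence reports GDP produced by GAP-driven GTP hydrolysis; strong numbers were not always called active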
Siah-1 displacement: blockers of Siah-1 interaction with plectin peptide – biochemical, fluorescence polarization, rhodamine-plectin, uHTS, primary screen (AID 1817); Siah-1 / rhodamine-plectin peptide fluorescence polarization; higher % means a stronger effect; displacement, % at 20 µM; hits with a dose series show IC50 in µM; 0.02% of 290,000 active;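 active means displacement of at least 50% at 20 µM, with a fluorescence ratio check between 0.3 and a set limit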;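 further: plate controls were Siah plus tracer with DMSO for no effect and tracer alone without Siah for full effect; strong numbers were not always called active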
NS5 inhibitors: flavivirus cap methylation enzyme inhibition – biochemical, confirmation dose response, primary screen (AID 588689) | Dengue-2 NS5 methyltransferase capping enzyme assay, biochemical; higher % means a stronger effect | 0.3% of 340,000 active | inhibition, % at 25 µM, or IC50 in µM where a hit was titrated; in the data active means a potency from the dose series; inconclusive means inhibition above about 29% without an active follow-up result
NTR1 agonist: agonists of NTR1, primary screen, imaging, U2OS cells, beta-arrestin-GFP, high content (AID 493036); NTR1-U2OS beta-arrestin-GFP spot imaging, agonist mode; activation, % at 20 µM; 0.17% of 330,000 active;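 active means activation at or above 40% of the spot to cytoplasm intensity ratio, with at least 20 cells analyzed; inconclusive means wells under 20 cells, flagged as cytotoxic or low count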;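 further: 0% = DMSO without peptide and 100% = 100 nM NTR1 peptide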
Target sequence (P30989 whole entry, looked up): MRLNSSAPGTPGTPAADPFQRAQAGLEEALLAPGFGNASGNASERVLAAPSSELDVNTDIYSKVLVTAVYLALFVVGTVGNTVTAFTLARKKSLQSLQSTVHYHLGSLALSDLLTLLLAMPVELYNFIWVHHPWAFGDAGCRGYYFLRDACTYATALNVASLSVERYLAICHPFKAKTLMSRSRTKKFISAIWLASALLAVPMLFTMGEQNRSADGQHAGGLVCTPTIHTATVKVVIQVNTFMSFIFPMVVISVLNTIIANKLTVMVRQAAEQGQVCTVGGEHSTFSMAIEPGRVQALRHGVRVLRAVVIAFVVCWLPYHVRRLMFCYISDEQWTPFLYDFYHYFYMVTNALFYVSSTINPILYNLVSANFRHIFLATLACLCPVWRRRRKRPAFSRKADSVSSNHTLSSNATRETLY
SV40 large T antigen: SV40 large T antigen inhibitors, biochemical (AID 1903); SV40 large T antigen ATPase/helicase inhibition assay; higher % means a stronger effect; one-dose inhibition, % at 20 µM; IC50 in µM for titrated hits; 0.39% of 310,000 active; in the data active means a potency from the dose series; inconclusive means inhibition mostly from about 32% at the one dose, without a potency; inactive means the rest, 99 in 100 with inhibition below about 32%; further: strong numbers were not always called active
AID2073: inhibitors of Mint1-CaV2.2 protein interaction, biochemical, HTRF (AID 2073). HTRF protein-protein interaction, Mint1-CaV2.2; higher % means a stronger effect. one-dose inhibition, % at 20 µM; IC50 in µM for titrated hits. 0.19% of 290,000 active; in the data active means inhibition mostly above about 51%, no sharp cut-off; inconclusive means no clear call, values can overlap the other calls; inactive means mostly below about 53%; further: some results filed as inactive read as strong as hits
NTR1 agonist cell count 20 µM: further read-out of NTR1 agonist, marked with its call; cell count; measured here: cell count, cytotoxicity flag
NS5 inhibitors pilot replicate: further read-out of NS5 inhibitors, marked with its call; inhibition, %; measured here: pilot screen replicate inhibition
* hit, by the source's call; ? = inconclusive; / = no result given; & = joins results of further samples; [ ] = remark or other dose. Rows were taken by chance; overall some 1.6% were active at least once.

SMILES | West Nile virus CPE | UTI89 phage lysis | RSV CPE inhibition | Rac1 GTP hydrolysis | Siah-1 displacement | NS5 inhibitors | NTR1 agonist | NTR1 agonist cell count 20 µM | SV40 large T antigen | AID2073 | others
CCOc1ccc(NC(=O)CN(C2CCCCC2)S(C)(=O)=O)cc1 | -0.1% | -0.4% | -0.9% | 1% | -7% | -2% | 4.5 | 76 | -2% | 3% | NS5 inhibitors pilot replicate=-2.3
CC1CCCCN1C(=O)COC(=O)C1CCN(S(=O)(=O)c2c(Cl)cccc2Cl)CC1 (stereo not drawn) | 0.6% | 0.2%[50 µM] | 2.5% | 4% | 0% | -6% | -0.9 | 58 | 8% | -11%
O=C(Oc1coc(CSc2ncccn2)cc1=O)c1cccs1 | 0.2% | 0.0% | 0.3% | -2% | 0% | -3% | 1.2 | 57 | 18% | ?
Cc1cc2c3c(c1C)C1(C(=O)N3C(C)(C)CC2C)C(C#N)=C(N)OC2=C1C(=O)CC(C)(C)C2 (stereo not drawn) | 0.7% | -1.9% | 2.1% | 3% | -4% | -6% | 0.0 | 60 | 3% | -8%
CC(C)Oc1cccc(C(=O)NC(=S)Nc2cccc(NC(=O)c3ccccc3Cl)c2)c1 | -0.2% | -4.9% | 2.5% | 9% | 8% | -10% | 0.8 | 62 | 12% | -4%
CCOc1ccc(S(=O)(=O)N(CC)CC(=O)NCc2cccnc2)cc1 | -0.7% | -0.3% | -0.1% | -2% | 6% | 16% | -0.1 | 51 | -16% | 5%
CCOC(=O)CSc1nnc(NC(=O)C2CC(=O)N(c3ccc(F)cc3)C2)s1 (stereo not drawn) | -0.8% | -0.1% | 0.5% | 10% | -1% | -4% | 0.9 | 60 | 11% | 8%
Cc1ccc(C(=O)Nc2cccc(C(F)(F)F)c2)cc1NC(=O)c1nccn1C | -0.3% | 3.7% | 3.3% | 16%&5% | 1% | -7%&-7% | -1.5 | 57 | 3% | 3%
Cc1cccc(N2CCN(Cc3nc(-c4cccc(Cl)c4)oc3C)CC2)n1 | -1.2% | 0.1% | 0.6% | 5% | -10% | -2% | -0.9 | 64 | -6% | -10%
CCN1CCN(C(=S)NC(=O)c2cccc(Br)c2)CC1 | / | 0.2%[50 µM] | / | 6% | / | -8% | 0.0 | 50 | / | /
Cc1cccn2c(=O)c3cc(C(=O)NC4CCCC4)n(C)c3nc12 | 0.1% | -0.1% | -0.8% | 11% | -4% | -4% | 8.0 | 71 | 7% | 36%
COc1ccc(-c2nn(-c3ccccc3)cc2C(=O)N/N=C/c2ccc([N+](=O)[O-])o2)cc1 | -1.4% | -0.3% | 4.2% | 8% | -3% | -1% | 24 | 58 | 13% | 51%
Cc1c(-c2ccco2)[n+](=O)c2c(n1[O-])CCCCC2 | -0.5% | 0.1% | 1.5% | 11% | 1% | -4% | -2.0 | 85 | 25% | 7%
Nc1ccccc1S(=O)(=O)NC1=NCCCCC1 | 0.8% | 0.5%[50 µM] | 0.7% | -5% | -5% | -8% | 2.3 | 90 | 1% | 0%
O=C(O)c1ccc(NS(=O)(=O)c2ccc3c(c2)C(=O)c2ccccc2C3=O)cc1 | 0.3% | / | 0.1% | / | -4% | / | -0.1 | 48 | / | -6%
COc1ccc(S(=O)(=O)NCc2ccc3c(c2)OCO3)cc1C | -0.6% | 2.9% | 3.3% | 6% | 2% | 2% | -0.3 | 37 | 6% | 7%
Cc1cc(=O)oc2c(C)c(OCC(=O)N3CCN(c4ccc(F)cc4)CC3)ccc12 | 0.2% | -0.2% | 19% | -11% | -6% | -7% | -0.9 | 86 | 2% | -1%
Cc1cc(NCc2ccccc2)c2ccccc2n1 | -1.7% | 0.1% | ? | 4% | 1% | -4% | 3.4 | 59 | 11% | 3%
O=C(O)Cn1nc2c3c(cccc3c1=O)-c1ccccc1-2 | 0.1% | 0.3% | 2.8% | 5% | -2% | -6% | 0.4 | 87 | 5% | 47%
CCOC(=O)NC(=O)COC(=O)Cc1cc(OC)c(OC)c(OC)c1 | 0.0% | 0.7% | 0.8% | 2% | 1% | -1% | 0.3 | 54 | -2% | -6%
Cc1ccc(OC(C)C(=O)Nc2ccccc2C(=O)NCc2cccnc2)cc1C (stereo not drawn) | 0.4% | -1.4%[50 µM] | 2.1% | 4% | 5% | 0% | 1.9 | 37 | -3% | 4%
CN1CCN(C(=S)NC(=O)/C=C/c2cccc3ccccc23)CC1 | 0.8% | 6.5% | -0.9% | 2% | 4% | -9% | 1.8 | 53 | 3% | -19%
O=C(c1ccncc1)N1C2C=CC(C2)C1(C(F)(F)F)C(F)(F)F (stereo not drawn) | -0.5% | / | / | / | -5% | / | / | / | 1% | 5%
O=C(O)c1ccc(CP(=O)(c2ccccc2)c2ccccc2)cc1 | -0.7% | -0.2% | 0.9% | -3% | 0% | -6% | 0.8 | 53 | 3% | 11%
S=c1[nH]nc(-c2ccc(Br)cc2)n1-c1ccc2c(c1)OCCO2 | 0.6% | 0.3% | 5.0% | 11% | -7% | 1% | 0.3 | 57 | 18% | -49%

The list goes on.
SMILES | West Nile virus CPE | UTI89 phage lysis | RSV CPE inhibition | Rac1 GTP hydrolysis | Siah-1 displacement | NS5 inhibitors | NTR1 agonist | NTR1 agonist cell count 20 µM | SV40 large T antigen | AID2073 | others
COCCn1c(SCC(=O)Nc2cc(C)on2)nc2ccccc2c1=O | / | 0.3%[50 µM] | 0.4% | -7% | / | -8% | 4.0 | 66 | / | /
COCCn1c(SCC(=O)Nc2ccc(OC)cc2OC)nc2ccccc2c1=O | 0.1% | 0.3% | 0.2% | 6% | -8% | 10% | -0.6 | 60 | 5% | 2%
Cc1cc(S(=O)(=O)NCc2cccnc2)ccc1-n1cnnn1 | -0.6% | 0.2% | 1.8% | 4% | -6% | -6% | 0.4 | 43 | 5% | 1%
Cc1cc(=O)oc2c(C)c(OC(C)C(=O)NCc3ccccn3)ccc12 (stereo not drawn) | -0.3% | -0.1% | 0.8% | 11% | -2% | -13% | -0.6 | 50 | 10% | 11%
Cc1cccc(C(=O)Nc2nnc(-c3ccc(C(C)(C)C)cc3)s2)c1 | 0.6% | -0.7% | 0.1% | 5% | -1% | -6% | 2.4 | 55 | 3% | 9%
CCOC(=O)Cc1c(C)nc2cc(C)nn2c1C | -0.2% | 2.1% | 2.2% | 2% | -2% | 5% | 1.5 | 60 | 8% | 12%
CCOC(=O)CCCCCN1C(=O)c2cccc3cccc(c23)C1=O | -0.1% | 1.7% | -0.2% | 18% | 5% | / | 2.1 | 34 | -1% | -10%
C=CCn1c(SCC(=O)Nc2c(C)n(C)n(-c3ccccc3)c2=O)nc2sc(C)c(C)c2c1=O | -0.3% | 0.0% | 2.3% | 9% | -2% | -1% | -1.2 | 57 | 3% | 0%
Cc1ccc(CN2CC(C(=O)N3CCN(c4ccccc4O)CC3)CC2=O)cc1 (stereo not drawn) | / | 1.6%[50 µM] | 0.5% | 8% | / | -10% | -0.6 | 60 | 9% | /
Cc1ccc(/C=C/C(=O)O)cc1S(=O)(=O)N1CCCCC1 | 0.5% | 0.2% | -0.7% | 8% | 4% | -9% | 0.8 | 58 | 11% | 7%
CCOCCCNCc1ccc(OC)c(OC)c1 | -0.3% | 4.5% | 1.7% | 14% | 5% | -5% | 0.5 | 69 | 2% | 1%
O=C(c1ccc(=O)[nH]c1)N1CCN(S(=O)(=O)c2ccc(Cl)cc2)CC1 | -0.1% | 0.4% | 1.4% | -3% | 2% | -7% | 0.6 | 67 | 2% | 0%
COC(=O)Oc1ccc(/C=N/NC(=O)CN(c2ccccc2Br)S(C)(=O)=O)cc1OC | / | -0.5%[50 µM] | 5.3% | -7% | / | -17% | -0.4 | 62 | 3% | /
O=C(CCNS(=O)(=O)c1ccc(Br)s1)N1CCN(c2ccccc2)CC1 | -0.7% | 0.1% | / | 0% | 1% | / | / | / | 6% | -7%
C=CCN1CC(c2nc3ccccc3n2Cc2cccc3ccccc23)CC1=O (stereo not drawn) | -0.7% | 1.5% | 5.4% | 6% | -2% | -2% | 2.7 | 60 | 5% | -6%
Cc1cc(CN2CCCC(C(=O)Nc3cccc(-n4cccn4)c3)C2)cc(C)c1O (stereo not drawn) | 0.2% | 0.3% | ? | 9% | 1% | -4% | 1.9 | 44 | 8% | 2%
O=[N+]([O-])c1ccc(-c2cc(-c3ccc(Cl)cc3)n[nH]2)cc1 | / | -0.3% | 1.7% | -3% | -5% | / | 0.7 | 47 | -2% | /
COCCCN=C1NN=C(c2cc(C)n(-c3ccccc3F)c2C)CS1 | -1.4% | 0.4% | 1.8% | 1% | -4% | 2% | -0.3 | 42 | 12% | -8%
O=C(CN1CCN(C(=O)c2ccco2)CC1)Nc1c2c(nc3c1CCC3)CCCC2 | 0.1% | 0.0% | / | 14% | 4% | -6% | / | / | 7% | 7%
O=C(Nc1nccs1)c1ccc(COc2c(F)c(F)cc(F)c2F)o1 | / | 0.1%[50 µM] | 0.6% | 4% | / | -6% | 2.0 | 62 | / | /
COc1ccc(C(=O)C2CCCN(Cc3cccn3-c3ccc(Cl)cn3)C2)c(OC)c1 (stereo not drawn) | -2.7% | 0.1% | 11% | 16% | -2% | -9% | 0.0 | 84 | 0% | -7%
CCCN1CCN(CCCNC(=O)c2cc3c(s2)-c2c(C)cccc2OC3)CC1 | -0.2% | 0.1% | 8.5% | 3% | 6% | -5% | 1.0 | 59 | 12% | 43%
Cc1occc1C(=O)n1cnc2ccccc21 | -0.4% | / | 2.4% | / | -1% | / | 0.7 | 49 | -10% | -4%
O=C(NCC(c1ccco1)N1CCCCC1)c1cccc(NS(=O)(=O)c2ccc(Br)cc2)c1 (stereo not drawn) | / | 0.7%[50 µM] | -0.8% | 0% | / | -14% | 6.3 | 65 | 17% | /
O=C(C1CCN(c2nnc(-n3cccc3)s2)CC1)N1CCN(Cc2ccc3c(c2)OCO3)CC1 | -0.9% | 7.3% | 6.4% | 10% | -8% | -1% | 0.9 | 53 | 22% | 13%

Of the compounds above, these contain a nitro group on carbon.
SMILES | West Nile virus CPE | UTI89 phage lysis | RSV CPE inhibition | Rac1 GTP hydrolysis | Siah-1 displacement | NS5 inhibitors | NTR1 agonist | NTR1 agonist cell count 20 µM | SV40 large T antigen | AID2073 | others
COc1ccc(-c2nn(-c3ccccc3)cc2C(=O)N/N=C/c2ccc([N+](=O)[O-])o2)cc1 | -1.4% | -0.3% | 4.2% | 8% | -3% | -1% | 24 | 58 | 13% | 51%
O=[N+]([O-])c1ccc(-c2cc(-c3ccc(Cl)cc3)n[nH]2)cc1 | / | -0.3% | 1.7% | -3% | -5% | / | 0.7 | 47 | -2% | /
